SRC1 inh: human NCOA1 inhibition; Q15788; HEK293 GAL4-SRC1 luciferase reporter, luminescence; inhibition, % at 3.6 µM; 360,000 tested, 0.12% active;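 active = inhibition above the campaign mean plus 3 SD, with each screening campaign given its own cutoff, cut at about 60% in these data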;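 note: 0% = DMSO treated cells and 100% = gossypol at 36 µM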
EBV LMP1 NFkB: inhibitors of Epstein-Barr LMP1-induced NF-kappaB reporter. inhibition, % at 12.5 µM. AID 504558. 350,000 tested, 0.69% active. LMP1-induced NF-kappaB luciferase reporter cells, luminescence; in the data active = inhibition above about 41%;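 note: 0% = neutral control wells and 100% = reference inhibitor control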
CF NFkB inh: cystic fibrosis NF-kB activation inhibition | inhibition, % at 5 µM | KKLEB NF-kB-GFP reporter, PAF-induced, GFP fluorescence overnight | AID 588850 | 360,000 tested, 0.86% active;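 active = at least 50% inhibition at 5 µM, scaled per plate between neutral and stimulator controls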;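 note: PAF is a Pseudomonas aeruginosa culture filtrate used as stimulus; plate controls were PAF-stimulated DMSO wells for no effect and unstimulated DMSO wells for full effect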
TWEAK-Fn14 inh: TWEAK-Fn14 signaling inhibition; 360,000 tested, 2% active; inhibition, % at 10 µM; TWEAK-stimulated Fn14 reporter cells, luciferase luminescence, 8 h; in the data active = inhibition above about 50%
TRAIL sens C8: caspase-8 TRAIL sensitization; inhibition (viability loss, TRAIL sensitization), % at 10 µM; NB7+C8 cells + TRAIL, ATPlite viability luminescence; AID 624354; 360,000 tested, 1% active;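 active = compounds causing at least 50% loss of cell viability in the single-dose screen, relative to plate controls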
KKLEB cytotox: counter-screen for CF NF-kB inhibitors: cytotoxicity; KKLEB CF airway cells viability, ATPlite luminescence, overnight; stronger effect = lower value; cells stimulated with P. aeruginosa culture filtrate; activity change (cytotoxicity), % at 5 µM; 360,000 tested, 0.36% active;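 active = corrected activity change at or below -50% at 5 µM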
SRC2 inh: human SRC2 (NCOA2) inhibition | Q15596 | HEK293 GAL4-SRC2 luciferase reporter, luminescence | inhibition, % at 9 µM | 370,000 tested, 0.17% active;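 active = inhibition above the mean inhibition of all tested compounds plus 3 SD, set per campaign, cut at about 52% in these data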;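 note: 0% = DMSO treated cells and 100% = cells given Gossypol at 36 µM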
TROY NFkB inh: blocks TROY-dependent signaling in reporter cells. AID 1347056. Q293 LMP1-TROYcd NF-kB luciferase reporter, 4 h. inhibition, % at 10 µM. 360,000 tested, 0.98% active;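 active = compounds whose plate-normalised and pattern-corrected inhibition of the luciferase reporter signal at the single screening dose is 50% or more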
NR5A2 inv ag: NR5A2 inverse agonism in reporter assay; HEK293T StAR-luciferase reporter, LRH-1 transfected, 24 h; 360,000 tested, 0.13% active; inhibition, % at 3.6 µM; AID 602396;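 active = inhibition above the mean inhibition of all tested compounds plus 3 SD, cut at about 73% in these data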;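 note: 0% = DMSO wells and 100% = reporter-only cells lacking LRH-1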
Target sequence (O00482 whole entry, looked up): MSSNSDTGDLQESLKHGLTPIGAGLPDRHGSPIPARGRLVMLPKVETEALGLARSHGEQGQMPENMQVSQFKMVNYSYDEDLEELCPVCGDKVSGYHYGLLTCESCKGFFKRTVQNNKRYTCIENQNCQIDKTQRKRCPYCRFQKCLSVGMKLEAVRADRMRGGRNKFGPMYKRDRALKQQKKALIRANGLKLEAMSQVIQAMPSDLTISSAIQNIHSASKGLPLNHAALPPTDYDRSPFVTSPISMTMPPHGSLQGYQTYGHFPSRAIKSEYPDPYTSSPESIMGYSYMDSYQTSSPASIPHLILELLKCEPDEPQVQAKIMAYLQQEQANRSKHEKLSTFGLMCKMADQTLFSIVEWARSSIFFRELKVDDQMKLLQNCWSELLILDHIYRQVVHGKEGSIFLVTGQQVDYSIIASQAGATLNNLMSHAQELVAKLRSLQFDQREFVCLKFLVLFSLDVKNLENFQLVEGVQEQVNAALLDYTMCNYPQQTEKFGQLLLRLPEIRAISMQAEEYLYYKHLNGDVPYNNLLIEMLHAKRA
NR2F2 inh: blocks human COUP-TFII nuclear receptor; P24468; inhibition, % at 8.6 µM; 370,000 tested, 0.7% active; HEK293T NGFI-A luciferase reporter, luminescence;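 active = inhibition above a per-plate cutoff, mean inhibition of test wells between control levels plus 3 SD, cut at about 38% in these data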;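 note: cells cotransfected with COUP-TFII expression vector driving the NGFI-A reporter; 0% = median of COUP-TF2 test wells and 100% = reporter-only cells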
Target sequence (P24468 whole entry, looked up): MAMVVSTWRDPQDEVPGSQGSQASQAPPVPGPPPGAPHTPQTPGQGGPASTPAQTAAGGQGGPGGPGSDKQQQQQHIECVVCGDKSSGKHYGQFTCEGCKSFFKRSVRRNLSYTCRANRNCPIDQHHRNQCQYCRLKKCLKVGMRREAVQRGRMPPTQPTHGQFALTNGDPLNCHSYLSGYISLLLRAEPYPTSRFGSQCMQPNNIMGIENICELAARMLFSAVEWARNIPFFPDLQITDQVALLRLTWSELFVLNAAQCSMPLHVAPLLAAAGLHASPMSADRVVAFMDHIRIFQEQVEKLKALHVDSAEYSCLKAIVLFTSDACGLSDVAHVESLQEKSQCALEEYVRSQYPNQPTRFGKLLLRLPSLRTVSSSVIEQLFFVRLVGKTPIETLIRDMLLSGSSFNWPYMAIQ
SRC3 inh: human NCOA3 inhibition | Q9Y6Q9 | HEK293 GAL4-SRC3 luciferase reporter, luminescence | inhibition, % at 3.6 µM | 360,000 tested, 0.17% active | AID 588352;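 active = inhibition above a per-campaign cutoff, the mean of all compounds plus 3 SD, cut at about 60% in these data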;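 note: 0% = DMSO-treated cells and 100% = gossypol-treated cells at 36 µM; higher means less SRC3-driven luciferase light from the GAL4 reporter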
* hit, by the source's call; x = not tested or not shown; & = joins results of further samples.

SMILES	SRC1 inh	EBV LMP1 NFkB	CF NFkB inh	TWEAK-Fn14 inh	TRAIL sens C8	KKLEB cytotox	SRC2 inh	TROY NFkB inh	NR5A2 inv ag	NR2F2 inh	SRC3 inh
O=C(Nc1ccc(O)cc1)C1CCCO1 (centres undefined)	-3	6	-2	-14	-11	4	-56	4	25	0	7
Cc1ccc(S(=O)(=O)Cn2nnnc2C(C(C)C)N2CCC(C(N)=O)CC2)cc1 (centres undefined)	3	-1	1	5	-7	6	-3	-6	-5	-9	-8
NS(=O)(=O)c1ccc(CCNC(=O)CN2C(=O)COc3ccc(S(=O)(=O)N4CCCC4)cc32)cc1	-5	3	-4	-8	1	19	13	4	-14	20	16
Cc1ccc(F)c(S(=O)(=O)NC(=O)C2(C)CCN2C(=O)c2ccco2)c1 (centres undefined)	15	x	1	4	-12	-1	11	7	-2	-3	-3
N#C/C(=C(/O)COC(=O)c1cccnc1Cl)c1nc2ccccc2[nH]1	-5	-2	-2	18	-4	-1	2	-16	0	-3	-9
O=C(/C=C1\SC(=O)N(CC(=O)Nc2ccc(F)cc2)C1=O)Nc1ccc(Cl)cc1	-50	-12	9	-33	-11	-8	-40	-67	-46	-23	-38
C/C(N)=C(/C#N)C(=O)COC(=O)COc1ccc(Cl)cc1	5&-1	0&2	2&-4	-2&4	7&-14	6&-4	-21&-18	0&0	13&13	-11&6	-3&9
O=C1NC2=C(C(=O)CCC2)C(c2ccccc2Cl)N1 (centres undefined)	-2	4	-1	19	-3	3	-33	12	-5	15	-16
CCOC(=O)CNC(=O)Cn1c(C)cc2ccccc2c1=O	0	2	-1	11	4	-1	-11	-16	14	12	6
Cc1ccc(N2C(=O)C3C4C=CC(CC4)C3C2=O)cc1[N+](=O)[O-] (centres undefined)	3	-4	-6	-1	4	2	1	-5	3	1	6

Whole records from above. Order of screens: SRC1 inh	EBV LMP1 NFkB	CF NFkB inh	TWEAK-Fn14 inh	TRAIL sens C8	KKLEB cytotox	SRC2 inh	TROY NFkB inh	NR5A2 inv ag	NR2F2 inh	SRC3 inh
`O=C(Nc1ccc(O)cc1)C1CCCO1` (centres undefined) across the screens: -3	6	-2	-14	-11	4	-56	4	25	0	7
`CCOC(=O)CNC(=O)Cn1c(C)cc2ccccc2c1=O` across the screens: 0	2	-1	11	4	-1	-11	-16	14	12	6
`C/C(N)=C(/C#N)C(=O)COC(=O)COc1ccc(Cl)cc1` across the screens: 5&-1	0&2	2&-4	-2&4	7&-14	6&-4	-21&-18	0&0	13&13	-11&6	-3&9

(more compounds)
SMILES	SRC1 inh	EBV LMP1 NFkB	CF NFkB inh	TWEAK-Fn14 inh	TRAIL sens C8	KKLEB cytotox	SRC2 inh	TROY NFkB inh	NR5A2 inv ag	NR2F2 inh	SRC3 inh
O=C(COC(=O)c1ccc(S(=O)(=O)NCc2ccco2)cc1)Nc1ncc(Cl)cc1Cl	1	0	-3	5	-2	-4	-6	-12	-11	2	13
C=CCn1c(COc2ccc(CC)cc2)nnc1SC/C(O)=C(\C#N)c1nc2ccccc2[nH]1	-5	-14	-20	11	14	12	1	-1	5	-2	-8
COC(=O)[C@@H]1C[C@@]2(O)[C@H](O)[C@H](O)[C@H](O)C[C@H]2N1Cc1ccc(C(F)(F)F)cc1	0	-1	-32	1	-18	3	-2	9	-6	-1	-8
CCN1CCN(C(=S)NCCOC)CC1	0	-4	-12	-7	-1	-4	-18	7	-8	-7	-5
N#Cc1cc2cc(Cl)ccc2[nH]c1=O	x	x	x	2	-7	x	-22	-12	-28	-7	x
CCn1cc(C(=O)OCC(=O)Nc2ccccc2OC(F)F)c(=O)c2ccc(C)nc21	6	1	18	-10	-19	-34	-24	-6	-25	-1	-9
CCN(C(=O)Cn1c(=O)n2nc(CCn3nc(C)cc3C)nc2c2ccccc21)c1cccc(C)c1	14	1	-6	5	-20	14	17	14	25	-14	14
CN(Cc1ccccc1)C(=O)COc1ccc(N(C)S(=O)(=O)c2ccc(F)cc2)cc1	13	1	-21	4	-24	-10	-26	2	10	-11	20
O=C(CN1CSCC1=O)N1CCN(S(=O)(=O)c2cccc(F)c2)CC1	-24	-2	-6	-1	17	5	2	-20	13	11	6
Cc1ccc(CCN2CC(C(=O)NCCC(C)C)CC2=O)cc1 (centres undefined)	-11	6	12	23	2	-1	-11	-15	-27	17	-11
O=c1cc(CCl)[nH]c2nc3ccccc3n12	12	-7	-11	21	-1	15	7	11	-9	7	21
CCCCCCCCCCOC(=O)Cn1c(COc2ccc(C)cc2)[n+](C)c2ccccc21	-8	20	26	76*	26	-26	5	49	-1	22	-1
O=C(c1ccc(Cl)cc1)N(Cc1cccs1)C1CCS(=O)(=O)C1 (centres undefined)	5	11	-7	9	-13	12	-12	7	-11	-3	22
Cc1cc(C)c2nc(-c3cccnc3)cc(C(=O)NC(C)c3cnn(C)c3C)c2c1 (centres undefined)	-17	-11	-33	-37	-43	-6	-18	8	51	19	3
CC(C)(C)c1ccc(OCCC(=O)OCC(=O)NCc2ccccc2)cc1	8	2	10	2	-3	7	31	-14	6	4	12
Cn1c(=O)c2c(SCC(=O)Nc3ccccc3F)nc(-c3ccccc3F)nc2n(C)c1=O	8	7	35	-15	10	-39	-1	15	17	-9	-2
COC(=O)C1CCN(c2ccc(Cl)nn2)CC1	-28	-1	-11	-3	-11	8	-30	6	0	32	-2
Cc1cccc2cncc(OCc3nnc(SC(F)F)n3C)c12	-6	-11	-7	-9	4	3	15	8	-7	1	11
CCN(CC)CCN(Cc1cc2cc3c(cc2[nH]c1=O)OCO3)C(=S)NCC(C)C	-19	-1	-8	-8	-4	7	4	9	19	0	-1
COc1ccc(C(=O)Nc2ccc(NC(=O)c3cccs3)cc2)cc1[N+](=O)[O-]	4	4	7	-20	6	5	3	8	5	-30	14

Reprinted from the part before: five compounds, then new ones.
SMILES	SRC1 inh	EBV LMP1 NFkB	CF NFkB inh	TWEAK-Fn14 inh	TRAIL sens C8	KKLEB cytotox	SRC2 inh	TROY NFkB inh	NR5A2 inv ag	NR2F2 inh	SRC3 inh
Cn1c(=O)c2c(SCC(=O)Nc3ccccc3F)nc(-c3ccccc3F)nc2n(C)c1=O	8	7	35	-15	10	-39	-1	15	17	-9	-2
COC(=O)C1CCN(c2ccc(Cl)nn2)CC1	-28	-1	-11	-3	-11	8	-30	6	0	32	-2
Cc1cccc2cncc(OCc3nnc(SC(F)F)n3C)c12	-6	-11	-7	-9	4	3	15	8	-7	1	11
CCN(CC)CCN(Cc1cc2cc3c(cc2[nH]c1=O)OCO3)C(=S)NCC(C)C	-19	-1	-8	-8	-4	7	4	9	19	0	-1
COc1ccc(C(=O)Nc2ccc(NC(=O)c3cccs3)cc2)cc1[N+](=O)[O-]	4	4	7	-20	6	5	3	8	5	-30	14
Cc1ccccc1N=Nc1c(C)[nH]n(C(N)=S)c1=O	-27	6	-21	-26	-6	6	-22	-55	-37	-7	-17
COC(=O)c1ccc(OC(=O)c2ccc(OC)cc2)c(OC)c1	11	6	12	-8	-6	-4	4	-84	1	-16	9
S=C(NCc1ccccc1)N1CCN(c2cccc(Cl)c2)CC1	-21	0	8	-1	-5	4	-4	-11	0	5	9
O=C(NCc1ccccc1Cl)c1ccccc1Oc1ccccc1	-2	7	5	2	4	-7	-20	-22	-10	13	3
CC(C(=O)N1CCN(c2ccccc2F)CC1)c1ccc([N+](=O)[O-])cc1 (centres undefined)	8	2	15	7	-33	6	-3	-17	-12	6	-5
Nc1ncnc(N2CCc3ccccc32)c1[N+](=O)[O-]	73*	65*	83*	84*	-2	-24	44	61*	33	35	65*
COc1cc(C(=O)OCC(=O)NC2CCCCCC2)ccc1OCC(C)C	-1	3	-18	1	-9	-1	13	7	-29	9	2
COc1ccc(S(=O)(=O)N2CCOC23CCN(S(=O)(=O)c2c(C)cc(C)cc2C)CC3)cc1	-14	3	12	-7	24	2	-29	-16	2	-10	9
CC1(C)CC(=O)/C(=N/Nc2ccc(Cl)cc2)CO1	-111	-49	-21	-6	-38	11	-75	-46	-113	-39	-113
CCn1c2ccccc2c2c3ncc4cccn4c3ccc21	6	-43	-14	22	11	-2	-1	19	11	-3	-1
CN(C)S(=O)(=O)c1ccc2c(c1)C(CC(=O)O)OC2=O (centres undefined)	4	-7	14	-21	-9	-1	-17	-31	5	4	6
CCOc1ccccc1N1CCN(C(=O)c2cc(S(=O)(=O)N3CCCCC3)ccc2C)CC1	7	-6	4	8	19	-3	-15	6	5	4	0
Cc1ccc(NC(=O)CSc2nc(=O)n(Cc3ccncc3)c3c2CCC3)c(C)c1	-17	-5	5	3	-17	-3	13	-2	-1	-15	-13
O=C(COc1ccc2ccccc2c1)N[C@@H](C(=O)O)c1ccc(O)cc1	-20	8	-14	5	-8	2	-1	3	1	-10	3
COc1ccccc1N1CCN(C(=O)c2cc(-c3ccc(F)cc3)[nH]c2C)CC1	13	-3	3	25	11	-18	-14	20	26	17	10
O=C(COC(=O)Cc1c(Cl)cccc1Cl)NCc1ccccc1	-7	-3	5	-16	-1	1	5	6	4	-19	3
CCc1nn(CC(=O)NCCCc2ccccc2)c(=O)c2cc3c(OC)cccc3n12	-21	1	9	11	5	-4	10	-7	-3	-3	4
c1ccc(Oc2cc(-c3ccccc3)nc(-c3ccccc3)n2)cc1	16	-2	-14	-12	-3	19	-8	-7	-15	4	10
COC(CNC(=O)[C@H](Cc1ccccc1)N1Cc2ccccc2C1=O)OC	-1	-4	11	1	-9	-4	8	19	3	-25	7
COc1ccc(Cn2c(=O)oc3ccc(C)cc32)cc1OC	20	0	4	-17	2	1	15	30	15	29	13
O=C(NC1CCN(Cc2ccccc2)CC1)c1cccc(Br)c1	7	1	-13	6	-14	10	-3	3	1	22	7
Cc1ccc(S(=O)(=O)Cc2cc(-c3ccc(Cl)cc3)no2)cc1	2	9	-17	17	2	-1	-9	3	-8	12	10
COc1ccc(C(=O)N(CC(=O)NC(C)(C)C)c2ccc3c(c2)OCCO3)cc1OC	8	8	-10	10	2	7	-31	-6	-9	9	-2

With a hit mark in SRC3 inh (from the list above):
structure | SRC1 inh | EBV LMP1 NFkB | CF NFkB inh | TWEAK-Fn14 inh | SRC2 inh | NR5A2 inv ag | NR2F2 inh | SRC3 inh
Nc1ncnc(N2CCc3ccccc32)c1[N+](=O)[O-] | 73* | 65* | 83* | 84* | 44 | 33 | 35 | 65*

Single entries from above.
COC(=O)[C@@H]1C[C@@]2(O)[C@H](O)[C@H](O)[C@H](O)C[C@H]2N1Cc1ccc(C(F)(F)F)cc1 @ CF NFkB inh = -32
COc1ccc(Cn2c(=O)oc3ccc(C)cc32)cc1OC @ SRC3 inh = 13
